NPC1 prom act: activates the NPC1 promoter; 320,000 tested, 2.4% active; Potency, µM (highest dose often 9.22 µM), inactives show at the highest dose activation, most hits filed as activators; Huh7 NPC1 promoter luciferase reporter, 24 h;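 note: % of control where 0% means no effect; nearly all actives have a fitted effect of over 60% in size; reporter is driven by a mutant NPC1 promoter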
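NPC1 promoter–luciferase Huh7 cells; 24 h compound; luminescence.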
FLuc modulator: inhibits or activates purified firefly luciferase, miR-21 counter-screen; purified FLuc, Km substrates, luminescence inhibition; 360,000 tested, 6.9% active; P08659; Potency, µM (doses to about 57.5 µM), for the others: at the highest dose activity change, negative = inhibition, usual class: inhibitors;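 note: plate controls were vehicle for no effect and reference inhibitor for full effect; nearly all actives have a fitted effect of over 55% in size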
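Purified P. pyralis luciferase, 10 nM final, with Km-level 10 uM D-luciferin and 10 uM ATP in 50 mM Tris acetate pH 7.5, 10 mM Mg acetate, 0.01% Tween-20, 0.05% BSA; 6-point qHTS titration about 60 µM downward; luminescence read.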
Gal4-VP16 FLuc: inhibits Gal4-VP16 luciferase reporter, ROR gamma counter-screen; Drosophila S2 Gal4-VP16 UAS-luciferase, luminescence, 20 h; Potency, µM (series often up to 53.6 µM), inactives show at the top dose activity, negative = inhibition, most hits filed as inhibitors; 310,000 tested, 3.5% active; AID 2546;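 note: Gal4-VP16 expression switched on by copper sulfate through the metallothionein promoter; % is set by controls: 0 for no effect and ±100 for the full control effect; nearly all actives have a fitted effect of over 50% in size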
p53 reactivation: restores transcriptional activity of mutant p53; H1299 p53-A138V BP100-luciferase reporter, luminescence, 24 h; Potency, µM (doses to about 92.2 µM), for inactives: at the top dose activity change, positive = activation, usual class: activators; AID 504706; 320,000 tested, 0.063% active; note: % of control where 0% means no effect; nearly all actives have a fitted effect of over 45% in size
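p53-null H1299 cells stably carrying temperature-sensitive p53-A138V and a BP100-luciferase reporter were pinned with compounds (4-point, 1:5 series) and held 24 hrs at 37 deg C. Luminescence was read 10 min after detection reagent.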
Rab9 promoter act: activators of Rab9 promoter; Huh7 Rab9 promoter-luciferase reporter, luminescence, 24 h; Potency, µM (titrated, usually from 9.22 µM), for inactives: top-dose activation, negative = inhibition, usual class: activators; 320,000 tested, 2.8% active; note: % of control where 0% means no effect; nearly all actives have a fitted effect of over 60% in size
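Cells were plated at 1500 per well in reduced-serum medium with 10% FBS and left 2 h. Compound in DMSO was then added for 24 h at 37 °C. Reporter signal was read by luminescence after 10 min with luciferase detection reagent.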
RORgamma inh: blocks mouse ROR gamma transcriptional activity | P51450 | Drosophila S2 Gal4-RORgamma UAS-luciferase reporter, 20 h | Potency, µM (series often up to 53.6 µM), inactives show top-dose activity change, negative = inhibition, usual class: inhibitors | 310,000 tested, 5.4% active | AID 2551; note: % is set by controls: 0 for no effect and ±100 for the full control effect; nearly all actives have a fitted effect of over 60% in size
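Schneider cells (Drosophila), stable Gal4 DBD–ROR gamma + UAS-luc; 1 hr cmpd preincubation; Cu2+ induction 700 uM final; 20 hr ambient; luminescence.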
ELG1 genotoxic: induces genotoxicity in HEK293T cells with luciferase-tagged ELG1; HEK293T ELG1-luciferase reporter, luminescence, 16 h; 330,000 tested, 1.3% active; Potency, µM (top dose mostly 46 µM), for the others: at the top dose activity change, positive = activation, most hits filed as activators; note: % of control where 0% means no effect; nearly all actives have a fitted effect of over 60% in size
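Luminescence read-out: rising ELG1-luciferase signal, reflecting elevated ELG1 protein under genetic stress, flags genotoxic compounds. Cells were treated for 16 hr at 37 °C before ONE-Glo detection.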
MLL CXXC-DNA inh: inhibitors of human MLL CXXC domain-DNA interaction. Q03164. MLL-CXXC / FITC-HOXA9 DNA fluorescence polarization. Potency, µM (doses to about 115 µM), inactives show at the highest dose activity change, negative = inhibition, usual class: inhibitors. 290,000 tested, 0.037% active. AID 2662; active = well fitted inhibition curve with a large enough effect in the polarisation, with a control signal flat, not every such curve was filed as active; inconclusive = small, poorly fitted or top-dose-only effect, or effect the other way, or a change in a side signal; inactive = no such curve, though single readings can be large or run the other way; the % refers to the polarisation
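Steps: dispense CXXC domain solution (7 uM) → pin compounds or unlabeled HOX-A9 DNA control → 5 min ambient → add FLSN-HOX-A9 solution (50 nM) → spin → 30 min ambient → fluorescence polarization. Tris pH 7.5/NaCl/DTT/BSA buffer.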
MBNL1 CUG block: MBNL1-poly(CUG) RNA binding inhibition. Q9NR56. TR-FRET MBNL1-His/biotin-(CUG)12 binding, 665/545 ratio. Potency, µM (top dose mostly 57.5 µM), inactives show at the top dose activity change, negative = inhibition, most hits filed as inhibitors. 280,000 tested, 0.036% active; active = well fitted inhibition curve with a large enough effect in the signal ratio, with a control signal flat, not every such curve was filed as active; inconclusive = small, poorly fitted or top-dose-only effect, or effect the other way, or a change in a side signal; inactive = no such curve, though single readings can be large or run the other way; the % refers to the signal ratio; note: % is set by controls: 0 for no effect and ±100 for the full control effect
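Inhibition of protein-RNA binding appears as loss of TR-FRET between terbium anti-His antibody on MBNL1-His and streptavidin-XL665 on biotin-(CUG)12. Activity is normalized to buffer-only and uninhibited-complex controls.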
BRCA1 expr up: increases BRCA1 expression. MCF7-BRCA1-FFLuc reporter, luminescence, 48 h; response scale: scaled: vehicle 0%, 10 µM genistein 100%. 380,000 tested, 1.1% active. Potency, µM (series often up to 46.1 µM), for the others: at the highest dose activation, hits mostly activators; note: nearly all actives have a fitted effect of over 80% in size; some results filed as inactive show a strong effect at the top dose
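First, MCF7-BRCA1-FFLuc cells (2000/well) attach for 2 h; next, compounds are pin-added and incubated 48 h at 37 °C; finally, luciferase reagent is added and luminescence read after 15 min.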
uPA generation: blocks generation of uPA at the cell surface. 330,000 tested, 0.31% active. cell surface uPA generation assay, qHTS. Potency, µM (doses to about 38.3 µM), for inactives: top-dose activity change, negative = inhibition, hits mostly inhibitors. AID 540303; active = well fitted inhibition curve with a large enough effect; inconclusive = small, poorly fitted or top-dose-only effect; inactive = no such curve, though single readings can be large or run the other way; tested in mouse RAW 264.7 cells; note: % is set by controls: 0 for no effect and ±100 for the full control effect; nearly all actives have a fitted effect of over 55% in size
Starred values were filed as active, the others as inactive; [ ] = dose if it differs, or a comment. Unless noted, calls come from the whole dose curve; as a rule, active = well fitted curve in the direction sought with a large enough effect; inconclusive = small, poorly fitted or top-dose-only effect, or another doubt; inactive = no such curve, though single readings can be large; an effect the other way counts as inactive or inconclusive. Potency is the fitted concentration of half-maximal effect. A portion of the library; the hit share may differ from the screen's.

For COc1ccc(N2CC(C(=O)Nc3nnc(SCC(=O)c4ccccc4)s3)CC2=O)cc1 (stereo not given) the results were NPC1 prom act -1.4%, FLuc modulator -2.7%, Gal4-VP16 FLuc -4.0%, p53 reactivation 6.3%, Rab9 promoter act 1.1%, RORgamma inh 24.3%, ELG1 genotoxic -2.1%, MLL CXXC-DNA inh 0.1%, BRCA1 expr up 8.9% and uPA generation 0.6%.
Screening O=C(CSc1nnc2ccccn12)c1ccccc1 returned NPC1 prom act 3.55µM*, FLuc modulator 23.9µM*, Gal4-VP16 FLuc -13.6%, p53 reactivation inconclusive, Rab9 promoter act 2.51µM*, RORgamma inh 37.7%, ELG1 genotoxic 11.6µM*, MLL CXXC-DNA inh 3.3%, MBNL1 CUG block -11.2%, BRCA1 expr up inconclusive and uPA generation 6.0%.
Screening CSc1ncc(Cl)c(C(=O)Nc2sc3c(c2C(=O)NCc2ccco2)CCCC3)n1 returned NPC1 prom act -9.2%, FLuc modulator 1.0%, Gal4-VP16 FLuc -5.0%, p53 reactivation 6.4%, Rab9 promoter act 1.7%, RORgamma inh 9.4%, ELG1 genotoxic -2.1%, MLL CXXC-DNA inh 7.2% and MBNL1 CUG block 2.5%.
Screening Cc1ccc(-n2ncc3c(NCc4cccnc4)ncnc32)cc1C returned NPC1 prom act 2.24µM*, FLuc modulator 4.78µM*, Gal4-VP16 FLuc inconclusive, p53 reactivation inconclusive, Rab9 promoter act inconclusive, RORgamma inh -29.2%, ELG1 genotoxic 9.2µM*, MLL CXXC-DNA inh 19.3%, MBNL1 CUG block -7.8%, BRCA1 expr up 1µM* and uPA generation -1.1%.
Screening COC(=O)[C@H](Cc1ccccc1)NC(=O)NCc1ccccc1 returned NPC1 prom act -0.1%, FLuc modulator -24.7%, Gal4-VP16 FLuc 2.5%, p53 reactivation -1.2%, Rab9 promoter act 0.0%, RORgamma inh 25.5%, ELG1 genotoxic -2.8%, MLL CXXC-DNA inh -1.5%, MBNL1 CUG block -8.7%, BRCA1 expr up -27.0% and uPA generation 5.1%.
For NS(=O)(=O)c1ccc(NC(=O)COC(=O)c2ccco2)cc1 the results were NPC1 prom act -1.8%, FLuc modulator 5.2%, Gal4-VP16 FLuc 10.1%, p53 reactivation 3.1%, Rab9 promoter act -4.8%, RORgamma inh 8.3%, ELG1 genotoxic 4.0%, MLL CXXC-DNA inh 1.4%, MBNL1 CUG block -4.3%, BRCA1 expr up -9.6% and uPA generation -3.9%.
Screening CCOc1ccc(/C=C2\SC(N3CCCCC3)=NC2=O)cc1 returned NPC1 prom act 0.8%, FLuc modulator inconclusive, Gal4-VP16 FLuc 0.7%, p53 reactivation -4.4%, Rab9 promoter act -2.4%, RORgamma inh 22.3%, ELG1 genotoxic 4.2%, MLL CXXC-DNA inh 24.1%, MBNL1 CUG block inconclusive, BRCA1 expr up 33.3% and uPA generation -8.8%.
Cc1c(Cl)cccc1NC(=O)NN1CCN(C)CC1 was read as NPC1 prom act -0.9%, FLuc modulator 1.1%, Gal4-VP16 FLuc -0.9%, p53 reactivation 17.2%, Rab9 promoter act -4.3%, RORgamma inh -30.8%, ELG1 genotoxic -0.1%, MLL CXXC-DNA inh 0.5%, MBNL1 CUG block -4.7%, BRCA1 expr up 6.9% and uPA generation -9.3%.
CC(C)(C)c1ccc(C(=O)c2cn[nH]c2-c2ccccc2O)cc1 was read as NPC1 prom act inconclusive, FLuc modulator 10.7µM*, Gal4-VP16 FLuc -4.2%, p53 reactivation inconclusive, Rab9 promoter act inconclusive, RORgamma inh 5.6%, ELG1 genotoxic 12.4%, MLL CXXC-DNA inh 1.3%, MBNL1 CUG block -3.1%, BRCA1 expr up inconclusive and uPA generation -0.5%.
`COc1ccc(Cl)cc1NC(=O)Nc1cccc([N+](=O)[O-])c1C` gave NPC1 prom act -1.8%, FLuc modulator -0.8%, Gal4-VP16 FLuc -1.1%, p53 reactivation -2.6%, Rab9 promoter act -5.1%, RORgamma inh 22.1%, ELG1 genotoxic -8.5%, MLL CXXC-DNA inh -1.5%, MBNL1 CUG block 3.5%, BRCA1 expr up -14.5% and uPA generation -6.5%.
For COC(=O)c1cccc(NC(=O)c2ccc[n+]([O-])c2)c1 the results were NPC1 prom act 0.4%, FLuc modulator -7.3%, Gal4-VP16 FLuc -17.5%, p53 reactivation 1.3%, Rab9 promoter act 10.9%, RORgamma inh -5.3%, ELG1 genotoxic 1.5%, MLL CXXC-DNA inh -5.1%, MBNL1 CUG block 39.8µM*, BRCA1 expr up 1.5% and uPA generation 0.3%.
For Cc1c(C(=O)N2CCN(c3ccccc3)CC2)oc2c(Cl)cccc12 the results were NPC1 prom act 2.4%, FLuc modulator -9.8%, p53 reactivation -4.3%, Rab9 promoter act -0.9%, ELG1 genotoxic 0.9%, BRCA1 expr up 0.5% and uPA generation -20.9%.
O=C(Cc1ccccc1)N1CCNCC1 was read as NPC1 prom act -0.3%, FLuc modulator -7.0%, Gal4-VP16 FLuc 7.2%, p53 reactivation 2.4%, Rab9 promoter act 2.2%, RORgamma inh 14.5%, ELG1 genotoxic 0.5%, MLL CXXC-DNA inh 0.0%, BRCA1 expr up 5.8% and uPA generation 2.5%.
Screening Cc1cc(Nc2ccc(F)c(Cl)c2)n2nc(C)nc2n1 returned NPC1 prom act 1.0%, FLuc modulator 2.1%, Gal4-VP16 FLuc 5.4%, p53 reactivation -5.6%, Rab9 promoter act -0.7%, RORgamma inh -32.5%, ELG1 genotoxic 1.3%, MLL CXXC-DNA inh -10.7%, MBNL1 CUG block 36.4%[activator], BRCA1 expr up 0.0% and uPA generation 9.5%.
Screening CCOC(=O)c1c(NC(=O)CSc2ncnc3ccccc23)sc(C(C)=O)c1C returned NPC1 prom act -12.7%, FLuc modulator 0.8%, Gal4-VP16 FLuc -7.2%, p53 reactivation 3.5%, Rab9 promoter act -23.0%, RORgamma inh -4.2%, ELG1 genotoxic -6.2%, MLL CXXC-DNA inh 16.4%, BRCA1 expr up -35.7% and uPA generation -5.4%.
Screening O=C(N1CCC(n2nc(-c3ccccc3)oc2=O)CC1)C1(c2ccc(Cl)cc2)CC1 returned NPC1 prom act -0.1%, FLuc modulator 1.0%, Gal4-VP16 FLuc 0.4%, p53 reactivation -5.1%, Rab9 promoter act -2.8%, RORgamma inh -19.0%, ELG1 genotoxic -9.7%, MLL CXXC-DNA inh -0.9%, MBNL1 CUG block -1.1%, BRCA1 expr up -28.0% and uPA generation 0.3%.
For Cc1ccccc1N(C(=O)c1csnn1)C(C(=O)NC(C)(C)C)c1cccs1 (stereo not given) the results were NPC1 prom act -4.2%, FLuc modulator -2.8%, Gal4-VP16 FLuc 2.6%, p53 reactivation -2.0%, Rab9 promoter act -13.8%, RORgamma inh -15.8%, ELG1 genotoxic -7.1%, MLL CXXC-DNA inh -0.4%, MBNL1 CUG block 0.7%, BRCA1 expr up -9.5% and uPA generation 1.2%.
For CCCCN1C(=O)C(=O)NC[C@@H]1C(C)O (stereo not given in full) the results were NPC1 prom act 0.6%, FLuc modulator -1.0%, Gal4-VP16 FLuc -4.8%, p53 reactivation 1.4%, Rab9 promoter act 2.8%, RORgamma inh 0.2%, ELG1 genotoxic 2.5%, MLL CXXC-DNA inh -4.4%, MBNL1 CUG block -8.5%, BRCA1 expr up 0.0% and uPA generation 4.7%.
`Cc1oc(C)c2c(=O)ccc3c(c12)OC(N)=C(C#N)C3c1ccc(F)cc1` (stereo not given) gave NPC1 prom act 13.6%, FLuc modulator 5.2%, Gal4-VP16 FLuc -13.7%, p53 reactivation 1.2%, Rab9 promoter act 23.6%, RORgamma inh -26.1%, ELG1 genotoxic 2.0%, MLL CXXC-DNA inh inconclusive, MBNL1 CUG block inconclusive, BRCA1 expr up -11.0% and uPA generation -2.6%.
Screening CCCc1cc(Nc2cccc(OCC)c2)n2ncnc2n1 returned NPC1 prom act 2.7%, FLuc modulator 1.5%, Gal4-VP16 FLuc inconclusive, p53 reactivation -7.8%, Rab9 promoter act -3.7%, RORgamma inh inconclusive, ELG1 genotoxic 5.4%, MLL CXXC-DNA inh 3.9%, MBNL1 CUG block 2.9% and BRCA1 expr up -22.4%.
CN(C)S(=O)(=O)Oc1ccc(C(=O)Nc2cccc(Cl)c2)cc1 was read as NPC1 prom act inconclusive, FLuc modulator 12µM*, Gal4-VP16 FLuc 12.6µM*, p53 reactivation 7.1%, Rab9 promoter act inconclusive, RORgamma inh inconclusive, ELG1 genotoxic inconclusive, MLL CXXC-DNA inh -0.2%, MBNL1 CUG block -5.8%, BRCA1 expr up inconclusive and uPA generation -2.7%.
`CN(C)c1nc(Cl)cc(N2CCOCC2)n1` gave NPC1 prom act 1.2%, FLuc modulator -3.8%, Gal4-VP16 FLuc inconclusive, p53 reactivation 9.3%, Rab9 promoter act -4.0%, RORgamma inh 21.6%, ELG1 genotoxic inconclusive, MLL CXXC-DNA inh 7.5%, MBNL1 CUG block -6.6%, BRCA1 expr up 2.3% and uPA generation -5.3%.

Bioassay records (PubChem BioAssay)
